Compound activity from PubChem.
AGP1 TOR yeast: modulators of AGP1-GFP expression in yeast TOR pathway, primary screen, cell-based, multiplex flow cytometry, S. cerevisiae, MLPCN library. 3 h; GFP as percent of DMSO wells. GFP response vs DMSO, % at 10 µM. actives 0.02% (n = 320,000);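 active means GFP response relative to DMSO above a set limit, near screen average plus 3 SD, cut at about 150% in these data; inconclusive means fewer than 70 cells counted for the yeast strain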;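 further: median GFP channel fluorescence of the gated AGP1 strain per well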
CIT2 TOR yeast: modulators of CIT2-GFP expression in yeast, primary screen, S. cerevisiae, GFP fusion, multiplex flow cytometry, MLPCN library. S. cerevisiae CIT2-GFP strain, 3 h; 100 means same as DMSO wells. GFP response vs DMSO, % at 10 µM. actives 0.065% (n = 320,000). AID 2029, 2009;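 active means GFP response relative to DMSO above a set limit, near the screen mean plus 3 SD, cut at about 150% in these data; inconclusive means Fewer than 70 cells measured for a yeast strain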;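 further: ratio of well median GFP fluorescence to mean of DMSO wells on the plate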
VLA-4 inh: inhibition in human VLA-4 binding assay, primary screen, VLA-4 allosteric modulator project, MLPCN library, flow cytometry, VLA-4 expressing cells. Integrin alpha-4 (Homo sapiens), P13612. ligand binding flow cytometry. inhibition, % (about 7 µM as worked out from the volumes in the protocol). actives 0.2% (n = 330,000); in the data active means inhibition above about 50%
MCL1 BIM primary: inhibitors of MCL1 binding to BIM-BH3, primary screen, biochemical, fluorescence polarization; Induced myeloid leukemia cell differentiation protein Mcl-1 (Homo sapiens), Q07820; GST-MCL1 / FITC-Bim-BH3 fluorescence polarization; inhibition, % at 10.9 µM; actives 0.68% (n = 320,000); AID 2057, 2009;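 active means inhibition above the mean inhibition of all tested compounds plus 3 SD, set per campaign, cut at about 40% in these data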;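 further: 0% = DMSO wells and 100% = unlabeled Bim-BH3 peptide control; higher means more loss of mP so more displacement of Bim peptide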
Target sequence (Q07820 whole entry, looked up): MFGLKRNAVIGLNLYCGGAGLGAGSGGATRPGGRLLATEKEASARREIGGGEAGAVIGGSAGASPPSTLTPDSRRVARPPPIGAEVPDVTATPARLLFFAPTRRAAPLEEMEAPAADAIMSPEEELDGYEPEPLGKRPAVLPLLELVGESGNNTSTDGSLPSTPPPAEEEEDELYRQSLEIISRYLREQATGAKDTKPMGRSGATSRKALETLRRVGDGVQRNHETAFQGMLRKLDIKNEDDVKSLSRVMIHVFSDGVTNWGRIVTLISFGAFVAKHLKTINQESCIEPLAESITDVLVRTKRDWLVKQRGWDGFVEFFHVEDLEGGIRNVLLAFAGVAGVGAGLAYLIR
Bcl-xL primary: inhibitors of human Bcl-xL, primary screen, biochemical, fluorescence polarization, HTS; Bcl-2-like protein 1 (Homo sapiens), Q07817; GST-Bcl-xL / FITC-Bim BH3 peptide fluorescence polarization; inhibition, % at 10.9 µM; actives 0.7% (n = 320,000); AID 2129, 2009;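 active means inhibition above the mean of all tested compounds plus 3 SD, cutoff set per campaign, cut at about 30% in these data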;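 further: 0% = DMSO wells and 100% = unlabeled Bim-BH3 peptide competitor; inhibitors lower millipolarization by displacing the labeled peptide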
Target sequence (Q07817 whole entry, looked up): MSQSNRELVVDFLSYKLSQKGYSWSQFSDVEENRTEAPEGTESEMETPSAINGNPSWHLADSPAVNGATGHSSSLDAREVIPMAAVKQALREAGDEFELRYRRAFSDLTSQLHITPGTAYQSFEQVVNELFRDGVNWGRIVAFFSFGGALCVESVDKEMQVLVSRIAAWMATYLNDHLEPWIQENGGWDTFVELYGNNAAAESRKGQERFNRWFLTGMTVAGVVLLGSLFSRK
GLD-1 RNA inh: GLD-1/TGE RNA complex disruptors, primary screen, biochemical, fluorescence polarization; Female germline-specific tumor suppressor gld-1 (Caenorhabditis elegans), Q17339; purified GLD-1 + fluorescein TGE RNA; inhibition, % at 5.96 µM; actives 0.44% (n = 320,000);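 active means percent inhibition above a per-plate cutoff, the plate mean of test compounds plus 3 SD, cut at about 30% in these data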;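 further: 0% = DMSO wells with GLD-1 and probe and 100% = wells lacking GLD-1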
Target sequence (Q17339 whole entry, looked up): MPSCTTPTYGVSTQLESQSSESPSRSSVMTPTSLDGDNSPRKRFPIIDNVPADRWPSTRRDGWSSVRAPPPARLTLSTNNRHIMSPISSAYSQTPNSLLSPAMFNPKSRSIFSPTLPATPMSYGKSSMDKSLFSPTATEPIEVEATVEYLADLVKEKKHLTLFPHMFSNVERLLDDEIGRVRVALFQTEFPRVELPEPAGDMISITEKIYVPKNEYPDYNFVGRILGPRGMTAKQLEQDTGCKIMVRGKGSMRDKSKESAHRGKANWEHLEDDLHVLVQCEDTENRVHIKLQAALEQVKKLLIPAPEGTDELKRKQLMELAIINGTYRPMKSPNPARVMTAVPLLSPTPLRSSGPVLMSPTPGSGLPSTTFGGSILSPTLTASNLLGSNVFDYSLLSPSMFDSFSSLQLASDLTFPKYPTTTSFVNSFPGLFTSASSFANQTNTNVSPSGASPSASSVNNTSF
GRK2 inh: compounds blocking aptamer binding on GRK2 – biochemical, human GRK2, bead flow cytometry, HTS, primary screen | Beta-adrenergic receptor kinase 1 (Homo sapiens), P25098 | actives 0.59% (n = 330,000) | inhibition of aptamer binding, % at 10 µM | FAM-aptamer displacement from GRK2;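 active means inhibition of aptamer binding above 40%, roughly 3 SD of noise, on plates passing a quality check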;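 further: median bead fluorescence of bound FAM aptamer so fluorescent compounds give negative values; no value below 0 was filed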
MEX-5 binding: MEX-5 zinc finger RNA-binding disruptors – biochemical, C. elegans, fluorescence polarization, MLPCN library, primary screen. Zinc finger protein mex-5 (Caenorhabditis elegans), Q9XUB2. MEX-5/FITC-TCR2 RNA binding; stronger effect = lower value. activity score (negative = inhibition of binding), % at 10 µM. actives 0.38% (n = 300,000). AID 1832, 2009;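 active means inhibition past about -25% in most replicates, and total fluorescence under double the plate's negative control median, limit read from the data; inconclusive means replicates evenly split on the limit, or fluorescence at least double controls; inactive means too little inhibition in most replicates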;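 further: 0% = DMSO and -100% = 5 µM competing unlabeled TCR2 RNA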
Fam108B inh: mouse Fam108B serine hydrolase inhibitors, primary screen, counter-screen for RBBP9 inhibitor project, biochemical, fluorescence polarization. recombinant Fam108B, FP-Rh probe fluorescence polarization. inhibition, % at 9.51 µM. actives 0.33% (n = 300,000);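 active means inhibition above the screen mean inhibition plus 3 SD, computed separately per campaign, cut at about 18% in these data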;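 further: inhibitors lower polarization as less probe binds the enzyme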
An asterisk follows results filed as active; i = inactive; ? = inconclusive; . = not tested or not shown; [ ] = dose if it differs, or a comment.

SMILES	AGP1 TOR yeast	CIT2 TOR yeast	VLA-4 inh	MCL1 BIM primary	Bcl-xL primary	GLD-1 RNA inh	GRK2 inh	MEX-5 binding	Fam108B inh
CCc1ccc(NC(=S)Nc2cccc(OC)c2)cc1	101	103	2	5	-1	-7	0	1.8	-3
Cc1cccc2cc(CN(Cc3ccco3)C(=O)NC3CCCCC3)c(=O)[nH]c12	100	99	8	3	2	1	3	-1.7	-5
Cc1ccc(-c2nc3cc(NC(=O)C(C)C)ccc3o2)cc1C	105	.	-14	8	4	6	2	-1.5	-9
CC(=O)Nc1ccc(S(=O)(=O)N(C)CC(=O)NNC(=O)Cc2nc3ccccc3n2C)cc1	111	104	0	.	.	0	1	.	.
O=C(CN(C1CCCCC1)S(=O)(=O)c1ccc(Cl)cc1)N1CCOCC1	48	96	1	-4	3	4	1	-0.8	-1
C#CC1(NC(=O)NC(C)C)CCCCC1	100	103	4	2	0	5	2	1.0	1
COc1ccc(-c2nnc(SCc3c(C)noc3C)o2)cc1	89	90	3	4	4	-4	2	-0.6	-3
COc1ccc(CN2CCNC(=O)C2CC(=O)NCc2cc(C)n(C)n2)c(F)c1 (centres undefined)	101	105	-7	9	11	20	0	-0.7	0
O=C(OCn1nnc2ccccc2c1=O)c1ccc(Br)o1	100	96	17	2	5	4	7	0.8	-2
CN(c1ccccc1)S(=O)(=O)c1cc(C(=O)c2nccn2C)ccc1Cl	97	94	18	8	0	-1	1	-4.8	-8
COC(=O)c1ccc(C)c(NC(=O)CSc2nnc3ccccn23)c1	104	95	18	-11	-1	3	1	.	.
COc1cccc(OC)c1C(=O)Nc1ccc(N2CCCC2)cc1	100	109	-13	27	15	-7	100*	-0.5	-4
O=C(c1cc(COc2c(F)cccc2F)on1)N1C[C@H]2CC[C@H]1C2	91	91	-9	0	1	-2	1	-1.7	-6
COC(=O)c1cccc(NC(=O)CN2CCN(c3ccc(OC)cc3)CC2)c1	100	102	1	6	5	2	0	-2.8	0
Cc1cc(O)cc(O)c1-c1onc(C(F)(F)F)c1-c1cscn1	105	104	0	5	3	3	1	-2.2	-2
COc1cccc(NC(=S)N(CCCN2CCOCC2)C(C)c2cc3cccc(OC)c3o2)c1 (centres undefined)	98	90	18	-1	-3	9	2	-0.1	0
COC/C=C/C1=CC2=CC(=O)C(C)(OC(=O)c3cnc4ccccc4n3)C(=O)C2=CN1c1ccccc1 (centres undefined)	91	86	-4	34	21	-2	1	-2.9	1
CCN1C(=O)C(CC(=O)Nc2ccc(Br)cc2)N(CCCc2ccccc2)C1=S (centres undefined)	.	98	0	0	-2	8	1	-0.1	-35
Cc1cc(C)cc(OCC(=O)OCC(=O)NC2CC2)c1	112	80	7	.	.	1	0	.	.
O=C(NC(=S)Nc1ccc(N2CCN(C(=O)c3ccccc3)CC2)cc1)c1cccs1	106	104	-9	6	13	6	2	-0.8	0
CCOc1ccc(C2C(C(=O)c3ccc(C)o3)=C(O)C(=O)N2Cc2cccnc2)cc1 (centres undefined)	113	109	8	7	3	8	1	1.3	2
O=C(Nc1ccc(NC(=O)c2ccccc2)nc1)c1ccncc1	99	100	10	14	10	0	5	0.3	4
CC1CCN(C(=O)c2[nH]cnc2C(=O)NCc2ccccc2)CC1	95	98	12	2	0	-5	1	.	.
COc1cc(SC)ccc1C(=O)NCCc1c[nH]c2ccccc12	100	99	7	-4	-1	1	2	2.0	2
COC1=C/C(=C/c2c(N)n3cc(C)sc3nc2=O)C=CC1=O	88	87	-19	-54	-36	-84	0	0.6	-2
COc1cccc(CN2C(=O)c3ccccc3S2(=O)=O)c1	90	82	8	0	5	2	0	-4.2	3
CCCCCCSc1ccc(-c2nc3cnccn3c2NCCCC)cc1	103	98	i	.	.	6	26	.	.
COc1ccc(C2c3c(oc4ccc(Cl)cc4c3=O)C(=O)N2CCN2CCOCC2)cc1 (centres undefined)	106	107	-6	5	1	5	0	0.7	3
NC(=O)C1CCN(C(=O)C2c3ccccc3C(=O)N3CCc4ccccc4C23)CC1 (centres undefined)	89	83	-3	6	5	6	1	2.7	-1
COC(CNC(=O)[C@H](Cc1ccccc1)N1Cc2ccccc2C1=O)OC	103	109	-5	-6	2	-1	0	-0.3	0
CC(C)(C)c1nnc(NC(=O)c2ccc(Cl)nc2)s1	94	99	12	11	5	0	1	1.3	-2
O=C(CC1SC(N2CCOCC2)=NC1=O)Nc1cccc(C(F)(F)F)c1 (centres undefined)	104	106	-2	.	.	9	2	.	.
O=C(Nc1cc2c3c(c1)C1CCCC1CN3CC1CCCC21)c1ccc([N+](=O)[O-])cc1 (centres undefined)	.	82	0	1	3	-7	0	0.8	2
COCCNC(=O)C(c1ccc(O)cc1)N(Cc1ccco1)C(=O)CCC(=O)Nc1nccs1 (centres undefined)	95	93	0	-6	2	7	1	0.4	-3
CCN1C(=O)c2cccc3c(S(=O)(=O)Nc4ccccc4OC)ccc1c23	99	96	1	9	4	3	2	-0.9	-3
O=C(O)CCCn1c(O)c(C=C2N=c3ccccc3=N2)sc1=S	99	91	-11	0	5	-9	2	0.7	-1
COc1ccc(Nc2cccc3ccccc23)cc1	83	85	-16	17	17	17	0	-0.5	7
CC(C)CNC(=O)c1ccccc1NC(=O)/C=C/c1cccc([N+](=O)[O-])c1	95	93	2	10	4	4	0	-2.9	2
COc1cc(Cn2c(=O)oc3ccc(C)cc32)ccc1OC(C)C	102	107	-15	0	2	-3	0	-1.0	-3
COc1cccc(C(=O)NCC(=O)N/N=C/c2cn[nH]c2-c2ccccc2)c1	96	101	-3	4	2	9	0	1.4	-2
CCC1CN(C(=O)N2CCC(C(=O)NCc3ccc(OC)cc3OC)CC2)c2ccccc2O1 (centres undefined)	77	112	6	-4	-3	-5	0	-3.0	4
O=C(/C=C/c1ccco1)N1CCN(c2ncccn2)CC1	97	99	-1	6	4	3	10	0.4	5
CN(C)c1cc(Cl)c2nonc2c1N	98	89	3	10	19	4	3	1.0	9
O=C(OCc1ccccc1F)c1ccc2c(c1)-c1ccccc1C2=O	93	100	-8	-4	-2	6	1	1.3	-1
O=C(CCn1c(=O)oc2ccc(Cl)cc21)N1CCN(Cc2ccccc2)CC1	111	111	8	5	0	0	2	2.3	-1
O=C(Cn1nc(-c2ccc(Cl)cc2)ccc1=O)NCCCN1CCN(Cc2ccccc2)CC1	103	108	1	6	9	3	0	1.9	-2
CCOC(=O)C1=C(c2ccccc2)NC(SC)=C(C#N)C1c1ccco1 (centres undefined)	?	?	-8	-3	-3	3	2	-1.8	2
CC(C)N1CC(O)=C(c2ccccc2)C1=N	105	98	28	2	-2	0	1	-0.5	1
COc1ccc(CCNC(=O)C2CCN(C(=O)c3ccc(C(C)(C)C)cc3)CC2)cc1OC	89	90	16	10	5	-5	0	-0.8	-2
O=C(Nc1ccc2c(c1)OCO2)c1ccc(=O)[nH]n1	102	103	5	3	5	6	2	-0.5	7
CC(Oc1cc(Cl)ccc1Cl)C(=O)N/N=C\c1ccnn1C (centres undefined)	.	.	0	1	0	-1	0	-1.1	-1
O=C(NCCOc1ccccc1)C(c1ccccc1)c1ccccc1	97	99	7	-4	-1	5	3	-2.2	-3
O=C(CNS(=O)(=O)c1cccs1)N1CCCCC1	100	96	7	5	1	2	0	1.4	0
O=C1N=C(N2CCN(c3ccccc3)CC2)S/C1=C/c1cccs1	89	93	1	18	6	2	2	1.4	-1
O=C(CSc1ncccn1)NN=C1CCCCCC1	100	106	10	-2	1	3	0	-2.2	0
OCCOCCOc1cccc2[nH]ccc12	101	105	31	-10	-7	0	0	-3.1	-1
CCOc1ccc(CN=C(N)N=C(N)N)cc1Cl	96	95	0	4	4	1	0	-0.1	-3
Cn1c(=S)[nH]c(=O)c2ncc(=O)[nH]c21	94	108	-1	9	3	-4	0	-1.4	6
CNC(=O)C12CC3CC(CC(Cl)(C3)C1)C2	96	94	5	-2	4	-3	3	-0.1	-3
COc1cccc(/C=N/NC(=O)C(=O)NCc2ccco2)c1O	105	96	2	8	4	8	5	0.5	-1

Next section
SMILES	AGP1 TOR yeast	CIT2 TOR yeast	VLA-4 inh	MCL1 BIM primary	Bcl-xL primary	GLD-1 RNA inh	GRK2 inh	MEX-5 binding	Fam108B inh
CC(Sc1cccc[n+]1[O-])C(=O)Nc1ccc([N+](=O)[O-])cc1Cl (centres undefined)	?	84[may fluoresce red]	12	5	3	1	0	1.6	-1
COc1cc(OC)c(NC(=O)CCNS(=O)(=O)c2cc(Br)cnc2N)cc1Cl	106	102	15	-5	1	-3	4	-2.2	2
COc1ccc(Cc2nc3ccc(C(=O)N(C)Cc4cc(C)[nH]n4)cc3o2)cc1OC	99	100	3	-11	-1	-11	0	0.4	0
Cc1ccc(C)c(NC(=O)CNS(=O)(=O)c2ccccc2)c1	101	99	-2	-8	1	-3	0	0.2	2
CN(CC(=O)Nc1cccc(F)c1)C(=O)c1cc([N+](=O)[O-])ccc1N1CCCCC1	110	107	-9	-8	-5	-5	0	1.0	-4
CC(Cc1nnc(N)s1)c1ccccc1 (centres undefined)	102	103	9	6	2	4	0	0.0	-1
Cc1ccc(NC(=O)CC2S/C(=N/c3nccs3)N(C)C2=O)cc1C (centres undefined)	104	98	12	1	5	3	1	0.1	-4
O=C(O)c1nc(N2CCOCC2)nc(N2CCOCC2)n1	98	101	9	8	6	0	0	1.5	-1
Cc1ccc(OCC(=O)N2CCCC(CCC(=O)N(C)CCc3ccccn3)C2)cc1 (centres undefined)	101	102	-4	1	-5	-1	0	-0.3	4
Cc1ccccc1-c1c(C)oc2cc(O)ccc2c1=O	89	70	-16	3	8	-8	2	-0.6	3
Cc1n(Cc2ccccc2)c2cc([N+](=O)[O-])ccc2[n+]1Cc1ccccc1	103	100	10	2	2	-6	0	0.2	-1
Cc1ccc(N(CC(=O)NCC2CCCO2)C(=O)CNS(=O)(=O)c2ccc(Cl)cc2)cc1 (centres undefined)	97	101	7	-1	3	3	1	-0.1	1
CCOc1ccc(CCNC(=O)CCc2nnc3ccc(N4CCCC4)nn23)cc1OCC	103	102	17	0	-1	-1	2	0.9	-3
Cc1ccc(NS(=O)(=O)c2c(C)nc3sccn3c2=O)cc1C	99	103	-16	-1	1	-3	0	-8.5	-5
NCCc1nnc(SCc2c(Cl)cccc2Cl)o1	101	102	24	-3	-2	-2	0	0.8	3
COc1ccc(-c2ccc3c(c2)S(=O)(=O)c2cccc(C(=O)NCc4cc(C)oc4C(F)(F)F)c2C3=O)cc1OC	101	90	5	.	.	-9	0	.	.

Printed as active in GRK2 inh, of those listed so far:
Structure | AGP1 TOR yeast | CIT2 TOR yeast | VLA-4 inh | MCL1 BIM primary | Bcl-xL primary | GLD-1 RNA inh | GRK2 inh | MEX-5 binding
COc1cccc(OC)c1C(=O)Nc1ccc(N2CCCC2)cc1 | 100 | 109 | -13 | 27 | 15 | -7 | 100* | -0.5
